Bioassay records: PubChem BioAssay, National Center for Advancing Translational Sciences (NCATS)
mIDH1 inhibitor: qHTS for Inhibitors of mutant isocitrate dehydrogenase 1 (IDH1): qHTS. IDH1-R132H enzyme, NADPH consumption, diaphorase/resazurin fluorescence. Potency, µM (top dose mostly 76.6 µM), inactives show top-dose activity change, negative = inhibition, most hits filed as inhibitors. 0.093% of 390,000 active; also: potency is read from the fitted curve at half-maximal effect; % is scaled to controls: 0 for no effect and ±100 for the full control effect; nearly all actives have a fitted effect of over 65% in size
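IDH1-R132H (0.5 ug/mL) preincubated 30 min with compound, then NADPH (0.016 mM) and alpha-KG (2 mM) added; 80 min at RT, pH 7.5. Remaining NADPH coupled via diaphorase/resazurin to fluorescence (540/590 nm); concentration-response curves normalized to no-enzyme control.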
Vif-APOBEC3F blk: qHTS for Inhibitors of Vif-A3F Interactions: qHTS. Potency, µM (top dose mostly 46.1 µM), for the others: at the highest dose activity, negative = active. 0.2% of 390,000 active. HeLa A3F-eYFP + Vif (tagged APOBEC3F with the HIV-1 protein that degrades it), YFP fluorescence increase; also: potency is read from the fitted curve at half-maximal effect; % of control where 0% means no effect; nearly all actives have a fitted effect of over 65% in size
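Fluorescence increase (Ex 488/Em 500-530) after overnight compound treatment at 37 deg C flags inhibition of Vif-driven A3F-eYFP loss in stable HeLa A3F-eYFP/Vif cells seeded overnight beforehand.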
USP1 inh: Inhibitors of USP1/UAF1: Primary Screen. Potency, µM (titrated, usually from 57.1 µM), for inactives: at the top dose activity change, negative = inhibition, actives largely listed as inhibitors. recombinant USP1/UAF1, Ub-Rhodamine cleavage fluorescence. Ubiquitin carboxyl-terminal hydrolase 1 (Homo sapiens), O94782. 0.23% of 390,000 active; also: potency is read from the fitted curve at half-maximal effect; % is scaled to controls: 0 for no effect and ±100 for the full control effect; nearly all actives have a fitted effect of over 60% in size; inactives centre near -12
Target sequence (O94782 whole entry, looked up): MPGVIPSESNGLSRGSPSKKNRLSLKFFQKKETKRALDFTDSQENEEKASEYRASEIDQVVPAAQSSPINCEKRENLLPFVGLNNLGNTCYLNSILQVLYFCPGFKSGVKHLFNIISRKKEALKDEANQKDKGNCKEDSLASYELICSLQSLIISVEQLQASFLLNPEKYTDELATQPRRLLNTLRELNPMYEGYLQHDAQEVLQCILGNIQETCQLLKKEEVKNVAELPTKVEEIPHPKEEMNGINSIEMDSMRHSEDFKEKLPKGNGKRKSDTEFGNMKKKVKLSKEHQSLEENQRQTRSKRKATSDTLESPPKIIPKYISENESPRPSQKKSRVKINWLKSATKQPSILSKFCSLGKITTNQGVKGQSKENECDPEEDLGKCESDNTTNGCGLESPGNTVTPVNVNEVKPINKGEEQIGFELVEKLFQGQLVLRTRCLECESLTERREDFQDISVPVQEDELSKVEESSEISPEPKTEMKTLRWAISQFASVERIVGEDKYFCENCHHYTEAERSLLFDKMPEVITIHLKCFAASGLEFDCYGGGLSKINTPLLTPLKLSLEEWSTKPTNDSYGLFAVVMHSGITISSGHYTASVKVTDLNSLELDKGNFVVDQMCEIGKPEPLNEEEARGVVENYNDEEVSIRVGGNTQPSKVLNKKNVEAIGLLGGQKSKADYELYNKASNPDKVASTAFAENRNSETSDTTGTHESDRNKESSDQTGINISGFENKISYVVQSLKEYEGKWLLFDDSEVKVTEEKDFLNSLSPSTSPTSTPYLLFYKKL
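USP1/UAF1 complex (1 nM) preincubated 15 min at room temperature with compound, then Ub-Rho substrate (150 nM final) added. Kinetic fluorescence at 480/540 nm over 6 reads at 60 s intervals; 50 mM HEPES pH 7.8, 0.5 mM EDTA, 0.1 mg/ml BSA, 1 mM TCEP, 0.01% Tween-20.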
RGS4 inhibitor: Inhibitors of Regulator of G Protein Signaling (RGS) 4: qHTS; Regulator of G-protein signaling 4 (Homo sapiens), P49798; Transcreener GDP fluorescence polarization, RGS4-accelerated GTP hydrolysis; Potency, µM (top dose mostly 114 µM), without a hit: at the top dose activity change, negative = inhibition, actives largely listed as inhibitors; 0.039% of 390,000 active; AID 504845, 2011; also: potency is read from the fitted curve at half-maximal effect; % is scaled to controls: 0 for no effect and ±100 for the full control effect; nearly all actives have a fitted effect of over 75% in size; some results filed as inactive show a strong effect at the top dose
Target sequence (P49798 whole entry, looked up): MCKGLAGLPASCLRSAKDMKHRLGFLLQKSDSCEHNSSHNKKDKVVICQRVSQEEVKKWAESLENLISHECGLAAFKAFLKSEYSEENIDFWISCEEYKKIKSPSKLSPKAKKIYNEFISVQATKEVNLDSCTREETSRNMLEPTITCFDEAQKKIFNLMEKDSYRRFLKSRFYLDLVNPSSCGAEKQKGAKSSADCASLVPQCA
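MLSMR compounds (23 nl, pin-transferred) preincubated 10 min at room temperature with a 500nM (2x) first reagent, then RGS4 at 900nM (2x) plus Transcreener GDP mix added; fluorescence polarization (620/688 nm) read before and after 90 min at 30 °C.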
LDHA block: qHTS assay for inhibitors of human lactate dehydrogenase | L-lactate dehydrogenase A chain (Homo sapiens), P00338 | purified LDHA, NADH/diaphorase-resazurin fluorescence; hits give low values | activity change, % (values are at about 110 or 230 µM) | 0.15% of 480,000 active | AID 1347041, 2019; in the data active = activity change below about -30%; inconclusive = mostly about -25% to -30%;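 also: plate controls were DMSO wells for no effect and wells without enzyme for full effect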
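Remaining NADH was detected by diaphorase (0.133 mg/mL) converting 37 µM resazurin to fluorescent resorufin, read at 0 and 20 minutes. The preceding 5-minute room-temperature reaction used 2 nM LDHA, 0.2 mM sodium pyruvate and 0.06 mM NADH at pH 7.4.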
GRP78 ERSR act: qHTS for Inducers of the Endoplasmic Reticulum Stress Response (ERSR) in Human Glioma: qHTS | U87-MG GRP78 promoter luciferase reporter, 16 h | Potency, µM, for the others: top-dose activation, hits mostly activators | 0.02% of 420,000 active; also: potency is read from the fitted curve at half-maximal effect; series mostly up to about 76 µM; % of control where 0% means no effect; nearly all actives have a fitted effect of over 35% in size
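Stably transfected U87-MG glioma cells carrying a GRP78-based luciferase sensor; 16 h compound incubation. Luminescence end-point read 10 min after Bright-Glo addition at room temperature.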
TrxR1 substrate: qHTS Assay for Substrates of Mammalian Selenoprotein Thioredoxin Reductase 1 (TrxR1): qHTS; Potency, µM (titrated, usually from 114 µM), without a hit: at the top dose activity change, negative = substrate turnover; Thioredoxin reductase 1, cytoplasmic (Rattus norvegicus), O89049; AID 588456, 2011; 0.01% of 390,000 active; purified TrxR1 substrate turnover, NADPH consumption readout; also: potency is read from the fitted curve at half-maximal effect; % is scaled to controls: 0 for no effect and ±100 for the full control effect; nearly all actives have a fitted effect of over 50% in size
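Rat TrxR1, dispensed at 90 nM, was prereduced with 400 uM NADPH (final) for 5 min at ~22 deg C, then incubated with compound 15 min before 400 uM selenite. A first-read NADPH fluorescence drop versus no-compound background flagged substrates.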
Vif-APOBEC3G blk: qHTS for Inhibitors of Vif-A3G Interactions: qHTS. DNA dC->dU-editing enzyme APOBEC-3G (Homo sapiens), Q9HC16. HeLa A3G-eYFP + Vif (tagged APOBEC3G with the HIV-1 protein that degrades it), YFP fluorescence, overnight. Potency, µM (titrated, usually from 46.1 µM), without a hit: top-dose activity, negative = active, most hits filed as inhibitors. 0.076% of 410,000 active. AID 602310, 2012;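 also: potency is read from the fitted curve at half-maximal effect; % is scaled to controls: 0 for no effect and ±100 for the full control effect; nearly all actives have a fitted effect of over 60% in size; hits raise eYFP signal because A3G escapes Vif-driven loss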
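HeLa cells stably expressing Vif and C-terminally eYFP-tagged A3G, seeded overnight at 37 deg C, then exposed to compound by pintool overnight at 37 deg C. Rise in yellow fluorescence (Ex 488/Em 500-530, Acumen) marks blocked Vif-driven A3G degradation.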
TrxR1 inh: qHTS Assay for Inhibitors of Mammalian Selenoprotein Thioredoxin Reductase 1 (TrxR1): qHTS. recombinant rTrxR1, NADPH fluorescence consumption, selenite substrate. Potency, µM (titrated, usually from 114 µM), for the others: top-dose activity change, negative = inhibition, usual class: inhibitors. 1% of 390,000 active. AID 588453, 2011; also: potency is read from the fitted curve at half-maximal effect; % is scaled to controls: 0 for no effect and ±100 for the full control effect; nearly all actives have a fitted effect of over 65% in size
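Rat TrxR1 (90 nM in the dispensed reagent) was pre-reduced with 400 uM NADPH for 5 min at room temperature, then incubated with compound for 15 min. After 400 uM selenite was added, NADPH fluorescence (Ex 340/Em 450 nm) was followed for 8 min.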
Active calls of the source: *; ? = inconclusive; & = joins results of further samples; [ ] = remark or other dose. Unless noted, calls follow the shape of the dose curve; as a rule, active = well fitted curve in the direction sought with a large enough effect; inconclusive = small, poorly fitted or top-dose-only effect, or another doubt; inactive = no such curve, though single readings can be large; an effect the other way counts as inactive or inconclusive. This is a subset; count on the stated rates, not on these rows.

Labels used below: A = mIDH1 inhibitor; B = Vif-APOBEC3F blk; C = USP1 inh; D = RGS4 inhibitor; E = LDHA block; F = GRP78 ERSR act; G = TrxR1 substrate; H = Vif-APOBEC3G blk; I = TrxR1 inh
CN1CCCCC1c1ccc(-c2cccnc2)nc1 (stereo unspecified)
  A: -1.7%	B: -0.1%	C: -9.9%	D: -0.2%	E: -0.6	F: -2.6%&-0.7%	G: -2.5%[57.1 µM]	H: -0.1%	I: -2.1%[57.1 µM]
O=C1CC(=O)N(Cc2ccccc2)C(=O)N1Cc1ccccc1
  A: 0.1%	B: -15.2%	C: -15.0%	D: ?	E: -4.4	F: -8.1%	G: 0.3%[11.4 µM]	H: -14.6%	I: -11.4%[11.4 µM]
C=Cn1ccnc1P(=S)(c1ccn(C)c1)c1nccn1C=C
  A: 2.0%	B: -12.7%	C: -18.5%	D: 22.4%	E: -3.4	F: 1.3%	G: -1.5%	H: -9.8%	I: 2.3%
Clc1ccc(N2CCNCC2)nn1
  A: -0.4%	B: -3.4%	C: -1.7%	D: -26.0%	E: -1.6	F: -2.4%	G: 9.3%[57.1 µM]	H: 2.3%	I: -4.3%[57.1 µM]
CC(=O)OC1(c2ccc(C)cc2)CN2CCC1c1ccccc12 (stereo unspecified)
  A: -3.3%	B: -7.2%	C: -11.0%	D: 17.0%	E: -7.8	F: -0.8%	G: -3.4%	H: -0.4%	I: -2.2%
Cc1[nH]c2c(C(F)(F)F)cccc2c1CCN
  A: -1.4%	B: -5.1%	C: -15.2%	D: -20.4%	E: -4.5	F: -2.5%	G: 4.8%[57.1 µM]	H: -19.6%	I: 7.3%[57.1 µM]
Cc1cccc(CCNCc2cc3cccc(C)c3[nH]c2=O)c1
  A: 4.3%	B: 17.1%	C: -17.9%	D: 12.0%	E: -0.2	F: -3.4%	G: 6.3%	H: -0.1%	I: 8.2%
CCCCn1c(=O)c(C(=O)Nc2ccccc2S(N)(=O)=O)c(O)c2ccccc21
  A: ?	B: -30.6%	C: -3.6%	D: -12.0%	E: 0.3	F: -1.7%	G: -3.1%	H: 3.5%	I: 7.3%
CC(OC(=O)c1cn(C)c2ccccc12)C(=O)N(C)c1ccccc1 (stereo unspecified)
  A: 14.7%	B: -7.0%	C: -9.8%	D: 25.7%	E: -7.4&7.8	F: -3.0%	G: -10.5%	H: -9.7%	I: -6.1%
CSc1ncc(/C=C2/C(=O)NC(=O)N(C3CCCCC3)C2=O)cn1
  A: -1.3%	B: -8.3%	C: -10.8%	D: ?	E: -2.1	F: 2.6%	G: 7.0%[57.1 µM]	H: -1.2%	I: 11.2µM*
C1=C(CCNCc2ccccc2)CCCC1
  A: 4.9%	B: -10.6%	C: -12.1%	D: 20.3%	E: -7.6	F: -0.7%	G: 9.7%[57.1 µM]	H: -0.2%	I: 11.8%
CC1CCCCN1Cc1c[nH]c2ccccc12 (stereo unspecified)
  A: -3.9%	B: -9.8%	C: -13.4%	D: 10.0%	E: -4.7	F: -0.6%	G: 3.8%	H: -0.2%	I: 21.7%
CC(=O)Cc1ccc(OC(C)C)cc1
  A: 3.8%	B: -7.5%	C: -11.5%	D: 10.3%	E: 1.6	F: -5.0%	G: 0.1%[57.1 µM]	H: -0.1%	I: -10.4%[57.1 µM]
CCC12C=CCN3CCC4(c5cc(Br)c(OC)cc5N(C)C4C(O)(C(=O)OC)C1OC(C)=O)C32 (stereo unspecified)
  A: 9.3%	B: -1.9%	C: -15.5%	D: -6.5%	E: 0.5	F: 1.0%	G: 2.7%	H: -0.1%	I: -26.2%
CN(C/N=C(\N)N[N+](=O)[O-])S(=O)(=O)c1ccccc1
  A: -4.4%	B: 7.6%	C: -28.4%	D: 4.0%	E: -0.5	F: -3.0%	G: 2.4%[57.1 µM]	H: 1.1%	I: 5.1%[57.1 µM]
CC1C(c2cccs2)=[N+]([O-])C(C)(C(=O)c2ccc(F)cc2)N1O (stereo unspecified)
  A: 4.9%	B: -6.2%	C: 5.3%	D: 13.0%	E: 0.9	F: -1.9%	G: 4.5%	H: -5.0%	I: ?
Oc1ccc(Cl)cc1Cc1ccccc1
  A: 0.7%	B: -5.7%	C: -18.4%	D: -12.7%	E: -2.8	F: -0.8%&-5.6%&-5.9%	G: -1.6%	H: -10.5%	I: 10.6%
Cc1cc(=O)oc2c(C)c(OCC(=O)N3CCC(C(=O)O)(c4ccccc4)CC3)ccc12
  A: 2.2%	B: 0.5%	C: -26.2%	D: 2.0%	E: -2.8	F: -3.2%	G: 94.3%[activator]	H: 2.2%	I: 12.7%
COc1ccc(NC(=O)c2oc3ccc(S(=O)(=O)N(C)C4CCCCC4)cc3c2C)cc1
  A: 0.0%	B: -2.1%	C: ?	D: -14.8%	E: -3.1	F: -3.0%	G: 2.1%[57.1 µM]	H: 2.6%	I: 18.1%[57.1 µM]
CC(C)C(=O)NC(Oc1ccccc1Cl)C(Cl)(Cl)Cl (stereo unspecified)
  A: -8.3%	B: 1.3%	C: -15.1%	D: 25.8%	E: -5.4	F: -5.4%	G: -0.6%[57.1 µM]	H: 0.2%	I: 8.91µM*
CCOP(=S)(NN(Cc1ccccc1)C(=O)c1ccccc1)OCC
  A: 5.8%	B: 3.6%	C: -19.5%	D: 1.7%	E: -4.8	F: -2.7%	G: -0.8%	H: -4.7%	I: 6.7%
O=C1CN(O)C(c2ccccc2Cl)=c2cc(Br)ccc2=N1
  A: -12.6%	B: -1.1%	C: 5.8%	D: -4.3%	E: -1.7	F: -2.9%	G: -12.6%	H: -6.7%	I: -16.0%

Five successive records out of the list so far, quoted:
Labels used below: A = mIDH1 inhibitor; B = Vif-APOBEC3F blk; C = USP1 inh; D = RGS4 inhibitor; E = LDHA block; F = GRP78 ERSR act; G = TrxR1 substrate; H = Vif-APOBEC3G blk; I = TrxR1 inh
Cc1cccc(CCNCc2cc3cccc(C)c3[nH]c2=O)c1
  A: 4.3%	B: 17.1%	C: -17.9%	D: 12.0%	E: -0.2	F: -3.4%	G: 6.3%	H: -0.1%	I: 8.2%
CCCCn1c(=O)c(C(=O)Nc2ccccc2S(N)(=O)=O)c(O)c2ccccc21
  A: ?	B: -30.6%	C: -3.6%	D: -12.0%	E: 0.3	F: -1.7%	G: -3.1%	H: 3.5%	I: 7.3%
CC(OC(=O)c1cn(C)c2ccccc12)C(=O)N(C)c1ccccc1 (stereo unspecified)
  A: 14.7%	B: -7.0%	C: -9.8%	D: 25.7%	E: -7.4&7.8	F: -3.0%	G: -10.5%	H: -9.7%	I: -6.1%
CSc1ncc(/C=C2/C(=O)NC(=O)N(C3CCCCC3)C2=O)cn1
  A: -1.3%	B: -8.3%	C: -10.8%	D: ?	E: -2.1	F: 2.6%	G: 7.0%[57.1 µM]	H: -1.2%	I: 11.2µM*
C1=C(CCNCc2ccccc2)CCCC1
  A: 4.9%	B: -10.6%	C: -12.1%	D: 20.3%	E: -7.6	F: -0.7%	G: 9.7%[57.1 µM]	H: -0.2%	I: 11.8%
